High-throughput results as filed in PubChem.
MsrA inhibitor = bovine MsrA inhibition. purified bovine MsrA, absorbance read-out. inhibition, % at 15.5 µM. hit rate 0.75% among 360,000. AID 651718; in the data active means inhibition above about 4.5%;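 further: 0% = vehicle wells with enzyme and 100% = reference inhibitor wells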
bovine MsrA act = bovine methionine sulfoxide reductase A activation; purified bovine MsrA, absorbance read-out; activation, % at 10.6 µM; hit rate 0.3% among 360,000; AID 602163; in the data active means activation above about 7.5%;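 further: 0% = vehicle and 100% = reference activator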
SKN-1 inh = inhibitors of C. elegans SKN-1 | C. elegans VP596 Pgst-4::GFP/RFP ratio, acrylamide-induced, 24 h | hit rate 0.49% among 360,000 | inhibition, % at 21.8 µM | AID 624304;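 active means interference check ratio from 0.5 to 1.5 plus GFP to RFP signal ratio inhibition reaching or exceeding a fixed threshold, cut at about 30% in these data, passing the limit was not always enough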; further: some compounds called inactive have numbers as strong as hits
E coli Lon inh = E. coli protease La inhibition | inhibition, % at 7.94 µM | purified E. coli Lon protease, fluorescence polarization | AID 602123 | hit rate 0.42% among 360,000; in the data active means inhibition above about 13%, passing the limit was not always enough;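 further: 0% = enzyme with probe and DMSO and 100% = no enzyme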
Neddyl block = blocks human cullin neddylation; TR-FRET cullin neddylation, biochemical; calls only at 25 µM; hit rate 0.58% among 360,000; in the data active means inhibition above about 36%
Rin1 Abl inh = blocks binding of human Rin1 to Abl | inhibition, % at 7.35 µM | TR-FRET Rin1/Abl binding, biochemical | P00519+Q13671 | hit rate 0.4% among 360,000; in the data active means inhibition above about 5%, passing the limit was not always enough
Target sequence (P00519 whole entry, looked up): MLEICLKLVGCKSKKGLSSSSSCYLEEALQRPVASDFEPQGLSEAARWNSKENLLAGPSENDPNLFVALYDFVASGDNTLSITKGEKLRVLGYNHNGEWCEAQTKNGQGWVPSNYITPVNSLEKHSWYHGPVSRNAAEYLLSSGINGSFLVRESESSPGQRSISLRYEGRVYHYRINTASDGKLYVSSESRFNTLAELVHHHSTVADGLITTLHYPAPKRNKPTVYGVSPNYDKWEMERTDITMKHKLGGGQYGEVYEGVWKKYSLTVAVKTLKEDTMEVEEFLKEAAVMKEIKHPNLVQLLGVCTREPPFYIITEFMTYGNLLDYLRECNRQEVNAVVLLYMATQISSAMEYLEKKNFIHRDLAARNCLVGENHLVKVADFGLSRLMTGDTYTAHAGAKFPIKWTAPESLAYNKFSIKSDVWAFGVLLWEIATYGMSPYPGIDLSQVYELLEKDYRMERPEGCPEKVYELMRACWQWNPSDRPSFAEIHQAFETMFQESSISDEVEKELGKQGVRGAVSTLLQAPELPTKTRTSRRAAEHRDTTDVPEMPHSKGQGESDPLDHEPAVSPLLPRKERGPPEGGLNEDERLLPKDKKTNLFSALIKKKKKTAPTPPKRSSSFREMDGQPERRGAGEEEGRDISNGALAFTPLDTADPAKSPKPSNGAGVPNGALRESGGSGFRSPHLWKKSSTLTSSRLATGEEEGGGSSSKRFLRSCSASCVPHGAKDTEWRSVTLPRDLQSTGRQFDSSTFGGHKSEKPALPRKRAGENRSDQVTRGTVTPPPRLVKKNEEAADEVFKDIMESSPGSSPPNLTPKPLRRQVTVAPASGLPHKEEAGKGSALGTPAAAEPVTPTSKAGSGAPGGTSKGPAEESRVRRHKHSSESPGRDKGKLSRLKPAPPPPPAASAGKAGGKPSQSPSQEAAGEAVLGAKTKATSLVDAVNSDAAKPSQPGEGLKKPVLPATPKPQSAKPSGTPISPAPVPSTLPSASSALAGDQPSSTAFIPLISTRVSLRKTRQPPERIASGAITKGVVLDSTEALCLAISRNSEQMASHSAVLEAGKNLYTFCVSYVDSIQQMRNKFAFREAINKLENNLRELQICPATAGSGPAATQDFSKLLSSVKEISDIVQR
Target sequence (Q13671 whole entry, looked up): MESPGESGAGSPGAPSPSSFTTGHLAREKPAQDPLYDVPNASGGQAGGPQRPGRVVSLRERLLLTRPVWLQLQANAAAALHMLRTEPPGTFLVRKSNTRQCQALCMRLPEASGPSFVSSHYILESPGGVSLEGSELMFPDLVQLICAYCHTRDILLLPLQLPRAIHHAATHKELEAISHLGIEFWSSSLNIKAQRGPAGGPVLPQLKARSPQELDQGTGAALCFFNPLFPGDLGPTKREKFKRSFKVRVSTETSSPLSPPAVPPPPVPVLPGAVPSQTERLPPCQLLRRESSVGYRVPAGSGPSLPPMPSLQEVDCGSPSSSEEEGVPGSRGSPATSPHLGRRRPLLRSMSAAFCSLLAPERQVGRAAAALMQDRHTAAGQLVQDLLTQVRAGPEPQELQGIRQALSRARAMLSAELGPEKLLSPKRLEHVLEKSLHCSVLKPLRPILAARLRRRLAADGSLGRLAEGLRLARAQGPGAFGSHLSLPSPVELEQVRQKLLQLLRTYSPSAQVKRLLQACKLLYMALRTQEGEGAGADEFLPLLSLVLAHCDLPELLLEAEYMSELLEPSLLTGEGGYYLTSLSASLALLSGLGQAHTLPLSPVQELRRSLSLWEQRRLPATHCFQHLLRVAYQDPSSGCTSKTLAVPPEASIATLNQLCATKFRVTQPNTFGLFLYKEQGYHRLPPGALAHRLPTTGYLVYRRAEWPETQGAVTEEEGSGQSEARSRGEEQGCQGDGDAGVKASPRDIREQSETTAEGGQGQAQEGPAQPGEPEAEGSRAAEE
MT1-MMP act inh = inhibitors of human MT1-MMP activation | HT1080 RFP-PRO-GFP cells, GFP/RFP ratio fluorescence, overnight; percent of plate control window, DMSO zero | GFP/RFP ratio change, % at 20 µM | hit rate 0.061% among 360,000 | AID 651647;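 active means GFP/RFP ratio change of at least 30% with cell ATP level not reduced by more than half and red fluorescence within 50% of control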; further: strong numbers were not always called active
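system = RFP-PRO-GFP reporter HT1080 cells | dosing = 20 µM single dose, 1% DMSO | timing = overnight cell settling, then overnight compound exposure, 37 °C, 5% CO2 | read-out basis = GFP/RFP fluorescence ratio | controls = DMSO and RFP-L50D-GFP cell wells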
FAS-TE inh = inhibitors of human fatty acid synthase thioesterase domain; P49327; recombinant FAS-TE, OMFH fluorogenic substrate, fluorescence endpoint; inhibition, % at 15 µM; hit rate 0.67% among 360,000; AID 602261;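 active means compounds whose normalised, plate-corrected inhibition of enzyme fluorescence in the single-dose primary screen is 50% or more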;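 further: 0% = DMSO with enzyme and 100% = substrate without enzyme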
CendR NRP1 mod = modulators of CendR peptide binding to human neuropilin-1 | inhibition, % at 25 µM | AID 602438 | hit rate 0.85% among 360,000 | FAM-RPARPAR peptide binding to NRP-1, fluorescence polarization;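 active means inhibition or corrected inhibition above about 18%, plus a signal ratio from 0.5 to 1.5, limit read from the data, passing the limit was not always enough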; further: strong numbers were not always called active
* hit, by the source's call; i = inactive; nt = no result given. Compounds were not picked by outcome (roughly 4.2% active in at least one column).

SMILES	MsrA inhibitor	bovine MsrA act	SKN-1 inh	E coli Lon inh	Neddyl block	Rin1 Abl inh	MT1-MMP act inh	FAS-TE inh	CendR NRP1 mod
CCN(CC)C(=O)/C(NC(=O)c1ccccc1)=C(/Sc1ncccn1)c1ccccc1	0.0	-2	14	-1	i	2	-1	-11	-3
COc1cccc(C2c3cc4c(cc3OC(C)(N3CCCC3)C2C)OCO4)c1O (centres undefined)	0.2	-1	3	-13	i	1	0	-1	-7
CC(C)C(=O)Nc1cccc(C(=O)Nc2nnc(C(C)C)s2)c1	0.9	0	4	-3	i	-2	-1	-4	2
CCO[C@@H]1OC(C(=O)N2CCN(Cc3ccccc3)CC2)=C[C@H](c2ccc(C(F)(F)F)cc2)[C@H]1CCCO	-0.8	-1	7	2	i	0	1	22	6
NC(=O)C1CCN(c2nc(-c3cc4ccccc4o3)cs2)CC1	0.5	-3	6	-24	i	-1	0	-11	-8
CN(C)c1ccc(NC(=O)C(=O)C2C(=O)Nc3ccccc32)cc1 (centres undefined)	-0.7	-12	-13	5	i	1	-8	-7	-14
COc1cc(Cl)c(C)cc1NC(=O)CC1SC(N2CCOCC2)=NC1=O (centres undefined)	0.1	-3	-19	-13	i	3	1	-5	-2
O=C(NCc1ccccc1)C(c1ccc(F)cc1)N(C(=O)c1csnn1)C1CCCC1 (centres undefined)	-0.9	0	-9	-7	i	1	-2	3	-4
CCOc1ccc(OCC)c(NC(=O)CCS(=O)(=O)c2ccc(Br)s2)c1	-0.5	-7	-3	1	i	2	1	14	8
COc1ccc(CC(=O)Nc2c(C(=O)N3CCN(c4ccccc4OC)CC3)oc3ccccc23)cc1OC	0.9	-1	-4	-2	i	-2	0	12	-1
COc1ccc(Nc2ncnc3c2c(C)c(C)n3CCO)cc1	-1.0	-5	19	5	i	3	5	-2	7
CC(=O)c1c(C)[nH]c(C(=O)NCc2cccs2)c1C	0.3	-12	-40	-9	i	-3	2	-10	-11
COc1cc(CNC(=O)c2cc(-c3cc(OC)ccc3Cl)n[nH]2)cc(OC)c1	-1.0	-7	6	5	i	1	3	19	-3
CCc1cc(C(=O)O)c(NC(=O)C(c2ccccc2)c2ccccc2)s1	-0.4	-1	13	5	i	-4	5	0	7
O=C(Nc1c2c(nc3ccccc13)CCCC2)c1ccccc1F	1.0	-1	23	3	i	-1	-1	-7	2
O=C(CCCOc1ccccc1)Nc1cccnc1	-1.7	-1	21	-3	i	0	5	-6	11
COc1cc(/C=C2\C(=O)NN(c3ccccc3)C2=O)cc([N+](=O)[O-])c1O	2.3	-3	2	7	i	-2	2	-3	3
O=C(/C=C/CCc1ccc2c(c1)OCO2)N1CCCCC1	-0.5	-3	-1	0	i	-1	3	-5	23*
CCOc1ccc2[nH]c(C(=O)N/N=C/c3ccccc3OC)cc2c1	2.8	-10	-6	5	i	-2	-2	13	0
COc1ccc(-c2nn(-c3ccccc3)cc2/C=N/N=C(N)N)cc1OC	0.1	4	-6	-6	i	-3	-16	-12	-6
CCOC(=O)C1=C(C)N(CCCC(=O)O)C(=O)NC1c1ccc([N+](=O)[O-])cc1 (centres undefined)	0.1	-2	15	11	i	-1	4	2	-6
CC1(C(=O)Nc2cccc(OC(F)(F)F)c2)Cc2c(-c3ccc4c(c3)OCO4)ccnc2O1 (centres undefined)	-0.8	-8	3	7	i	1	-6	19	15
Nc1ccccc1Nc1cc(-c2ccccc2)nn1-c1cccc(Cl)c1	0.9	-4	3	4	i	1	-16	34	10
O=C1C(=O)N(c2ccccn2)C(c2ccc(F)cc2)/C1=C(/O)c1ccc(Br)cc1 (centres undefined)	0.1	-1	10	1	i	1	-1	3	3
COc1cc(NC(=O)c2ccc3c(c2)S(=O)(=O)N=C2CCCCCN23)cc(OC)c1	-0.4	-4	0	-3	i	1	6	2	-3
O=C1CS(=O)(=O)c2ccccc2N1	2.0	-8	-12	0	i	0	5	-10	10
COc1ccc([N+](=O)[O-])cc1/C=N/NC(=O)c1nonc1N	0.3	-2	-5	3	i	-2	1	2	-4
CCN(c1ccccc1)S(=O)(=O)c1ccc(Cl)c(C(=O)O)c1	-0.2	-2	2	6	i	-4	1	-4	-2
Cc1cccc(Nc2sc(C(=O)c3cc4cc(Cl)ccc4o3)c(N)c2C#N)c1	-0.5	0	8	1	i	-3	-5	-2	-13
O=C(OCc1ccccc1)c1cn(-c2ccccc2)nc1-c1ccncc1	-0.9	-6	25	2	i	-3	-5	23	-12
O=C(CCNS(=O)(=O)c1cccs1)N1CCN(c2cccc(Cl)c2)CC1	1.2	-2	13	2	i	2	-1	5	5
NS(=O)(=O)c1ccc(NC(=O)CN2CCCC2)cc1	-2.2	-3	6	-6	i	2	1	-2	13
CC(=O)Nc1ccc(S(=O)(=O)N(CCc2ccccc2)CC(=O)N/N=C/c2ccc(C(=O)O)cc2)cc1	1.7	-3	6	1	i	-1	4	1	-4
CN1CCN(C(=O)CN(c2cccc(Cl)c2)S(=O)(=O)c2ccccc2)CC1	-1.1	11*	4	-2	i	3	5	-5	-2
C/C=C/Cn1c(N(C)Cc2ccccc2)nc2c1c(=O)[nH]c(=O)n2C	0.8	0	5	-6	i	0	-4	-4	3
Cc1ccc(N)c(C(=O)CCCCC(=O)O)c1	1.1	-2	3	-2	i	-3	10	-5	0
CCOc1ccc(-c2ccc(SCC(=O)Nc3nnc(C)s3)nn2)cc1	1.0	-2	3	-14	i	-1	2	-2	-5
CCOC(=O)c1[nH]c2ccc(F)cc2c1NC(=O)C(C)N1CCc2cc(OC)c(OC)cc2C1 (centres undefined)	0.6	-4	15	1	i	5	1	8	-8
CCc1cccc(C)c1NC(=O)CSc1nc2ccncc2[nH]1	-0.1	3	-10	-5	i	-4	0	-5	14
COc1ccc(C(=O)ON=C2CCN(C)CC2)cc1	0.1	-7	7	-6	i	-1	1	-5	5

Compound profiles, as listed above:
`CCOc1ccc(-c2ccc(SCC(=O)Nc3nnc(C)s3)nn2)cc1` across the screens: MsrA inhibitor: 1.0; bovine MsrA act: -2; SKN-1 inh: 3; E coli Lon inh: -14; Neddyl block: i; Rin1 Abl inh: -1; MT1-MMP act inh: 2; FAS-TE inh: -2; CendR NRP1 mod: -5
`Nc1ccccc1Nc1cc(-c2ccccc2)nn1-c1cccc(Cl)c1` across the screens: MsrA inhibitor: 0.9; bovine MsrA act: -4; SKN-1 inh: 3; E coli Lon inh: 4; Neddyl block: i; Rin1 Abl inh: 1; MT1-MMP act inh: -16; FAS-TE inh: 34; CendR NRP1 mod: 10

Additional structures follow:
SMILES	MsrA inhibitor	bovine MsrA act	SKN-1 inh	E coli Lon inh	Neddyl block	Rin1 Abl inh	MT1-MMP act inh	FAS-TE inh	CendR NRP1 mod
Clc1ccc2[nH]c3c(c2c1)CNCC3	0.1	0	-1	-7	i	5	-7	-15	-4
Cc1c(OCC(=O)NCCN2CCOCC2)ccc2c1oc(=O)c1ccccc12	0.1	-3	4	1	nt	-3	3	-3	6
CN(C)CCNC(=O)C1(O)c2cc(Br)ccc2NC(=O)N1c1ccc(Cl)cc1 (centres undefined)	1.9	-2	-12	-3	i	4	3	-4	-1
CC(=O)C1C(=O)CC(C)(O)C(C(C)=O)C1c1ccc(N(C)C)cc1 (centres undefined)	0.9	1	-1	6	i	-1	-5	-8	17
Cc1ccc(CSc2nc3sc(C)c(C)c3c(=O)n2Cc2ccco2)cc1	-0.1	-3	-1	-9	i	-3	1	21	1
CCN(CC)CCNC(=O)c1sc2nc(-c3ccccc3)cn2c1C	-0.5	1	-1	1	i	-2	1	-7	2
Cc1ccc(NC(=O)CSc2nnc(C3CC3)n2N)cc1S(=O)(=O)N1CCOCC1	-0.5	-1	-1	6	i	4	2	-4	0
Cc1ccccc1OC(C)C(=O)N1CCC(Cc2ccccc2)CC1 (centres undefined)	0.9	-1	1	3	i	-6	-13	20	13
Cc1cc(=O)[nH]c(SCc2cccc(F)c2)n1	-1.1	-1	-1	8	i	-4	9	-3	-11
NS(=O)(=O)c1ccc(NC(=O)COC(=O)c2cnc(Cl)c(Cl)c2)cc1	-1.1	-2	-6	-1	i	-1	10	2	6
O=C(CN(CCc1ccccc1)C(=O)CNS(=O)(=O)c1ccccc1)NCc1ccco1	-1.1	-3	13	-3	i	-2	-1	-4	-8
O=C(CSc1ncn[nH]1)N1CCOCC1	-0.1	-6	8	-6	i	6	-2	-14	8
Cc1nc(SCC(=O)c2cc(C)n(C3CC3)c2C)c2ccccc2n1	-0.7	-1	22	-5	i	-1	-5	6	-19
COc1cccc(OC)c1C(=O)Nc1ccc([N+](=O)[O-])cn1	2.1	-3	1	-13	i	2	0	-2	11
C#CCNC(=O)C[C@@H]1C[C@@]2(C(=O)OCC)CCCC=C2N(Cc2ccc3c(c2)OCO3)C1=O	-1.0	0	-7	-3	i	nt	11	-7	-46
O=C(O)C1CCCN1S(=O)(=O)c1cccc(S(=O)(=O)N2CCCC2C(=O)O)c1 (centres undefined)	0.3	-2	6	3	i	-4	1	-9	-6
O=C(NCc1ccccc1F)Nc1ccc([N+](=O)[O-])cc1	2.8	-3	1	4	i	1	2	10	7
COc1ccc2cc(C(=O)NCCc3ccccc3)[nH]c2c1	0.8	-3	-2	-1	i	3	4	-1	5
CCOC1=NS(=O)(=O)c2ccccc21	-0.3	-3	-7	-6	i	3	0	-4	-1
COc1ccccc1NC(=O)c1ccccc1NS(C)(=O)=O	0.2	-4	16	2	i	-1	-3	-2	-6
O=C(CC1Oc2ccccc2NC1=O)NC1CCCC1 (centres undefined)	2.3	-4	-1	4	i	-3	-2	-9	-1
COc1ccc(/C=C/C(=O)OCC(=O)NCCc2ccccc2)c(OC)c1	1.8	-4	-5	-9	i	-3	-4	5	3
CS(=O)(=O)c1nc(-c2ccccc2)c(-c2ccccc2)[nH]1	-1.2	-4	9	2	i	0	2	-9	-12
CCOc1ccc(CCNC(=O)c2ccc3nc(N4CCOCC4)sc3c2)cc1OCC	-0.7	-3	-17	2	i	-1	7	0	5
CCOC(=O)C1=CCC(c2ccc(C#N)cc2)N(S(=O)(=O)c2ccc(C)cc2)C1 (centres undefined)	-0.4	-2	-2	-5	i	-1	0	10	10
O=S(=O)(/C=C/c1ccccc1)NC1CCCCCC1	0.8	-9	-2	-3	i	4	1	10	4
COC(=O)c1oc2c(c1C)C(=O)CC(C)(C)C2	0.2	-6	-4	-1	i	3	3	-7	1
CCCCCCCCn1c(=O)c(C(=O)OCC)c(O)c2ccccc21	-1.3	-3	10	-5	i	-7	0	16	-1
COc1cc(-c2nc(S(=O)(=O)c3ccc(Cl)cc3)c(N(C)C)o2)cc(OC)c1OC	0.2	-3	11	-8	i	4	-1	-5	1
CCOc1ccc(N2C(=O)Nc3ccc(Br)cc3C2(O)C(=O)NCCN(C)C)cc1 (centres undefined)	-1.1	-1	10	0	i	-4	1	-4	0
CC(=O)CC(c1ccc([N+](=O)[O-])cc1)c1c(O)c2ccccc2oc1=O (centres undefined)	2.4	-3	-2	-3	i	0	3	13	2
Cc1nn(-c2ccccc2)c(N)c1C(c1ccc(C(C)C)cc1)c1c(C)nn(-c2ccccc2)c1N	1.2	-4	4	-2	i	0	-3	-2	2
O=C(NCc1ccccc1Cl)c1ccc2sc([C@@H]3O[C@H](CO)[C@H](O)[C@H](O)[C@H]3O)nc2c1	1.2	-2	2	-4	i	-6	-1	-10	5
COc1ccccc1NC(=O)Nc1nc(CC(=O)Nc2cc(F)ccc2F)cs1	1.1	-2	15	-12	i	2	-2	22	-35
Cc1ccc(S(=O)(=O)N2CCN(C3CC(=O)N(CCc4ccccc4)C3=O)CC2)cc1C (centres undefined)	1.2	-3	1	-7	i	0	4	4	-22

Two records picked at random from those above:
SMILES	MsrA inhibitor	bovine MsrA act	SKN-1 inh	E coli Lon inh	Neddyl block	Rin1 Abl inh	MT1-MMP act inh	FAS-TE inh	CendR NRP1 mod
CCCCCCCCn1c(=O)c(C(=O)OCC)c(O)c2ccccc21	-1.3	-3	10	-5	i	-7	0	16	-1
COc1ccc(/C=C/C(=O)OCC(=O)NCCc2ccccc2)c(OC)c1	1.8	-4	-5	-9	i	-3	-4	5	3
